# Assay outcomes (PubChem)
# KCNQ1 act: potentiates or activates the human KCNQ1 potassium channel; CHO-K1 KCNQ1, thallium flux FluxOR fluorescence; stronger effect = higher value; B-score at 10 µM; hit rate 0.35% among 310,000;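 active means fluorescence ratio B-score, a plate-corrected score, at least three library SD, with initial intensity B-score within 5 SD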
# Target sequence (P51787 whole entry, looked up): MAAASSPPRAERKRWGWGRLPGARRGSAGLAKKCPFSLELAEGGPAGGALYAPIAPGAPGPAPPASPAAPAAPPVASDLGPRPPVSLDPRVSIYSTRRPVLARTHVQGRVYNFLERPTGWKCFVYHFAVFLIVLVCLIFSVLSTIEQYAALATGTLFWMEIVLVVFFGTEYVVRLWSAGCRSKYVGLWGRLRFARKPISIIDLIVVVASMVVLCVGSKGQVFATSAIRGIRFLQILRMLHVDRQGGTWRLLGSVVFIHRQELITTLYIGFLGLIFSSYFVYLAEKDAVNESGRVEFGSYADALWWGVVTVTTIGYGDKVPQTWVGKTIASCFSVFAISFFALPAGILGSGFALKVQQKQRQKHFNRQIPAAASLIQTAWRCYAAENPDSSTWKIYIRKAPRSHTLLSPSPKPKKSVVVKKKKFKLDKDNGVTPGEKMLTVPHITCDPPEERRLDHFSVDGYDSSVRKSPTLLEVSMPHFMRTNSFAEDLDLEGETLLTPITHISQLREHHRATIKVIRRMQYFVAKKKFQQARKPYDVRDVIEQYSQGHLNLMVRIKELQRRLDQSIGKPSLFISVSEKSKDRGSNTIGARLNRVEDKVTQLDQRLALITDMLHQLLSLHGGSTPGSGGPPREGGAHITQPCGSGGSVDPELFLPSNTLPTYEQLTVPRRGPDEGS
#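 Assay system: CHO-K1 cells stably expressing KCNQ1; Medium: assay buffer with matched DMSO; Also added: K+/Tl+ depolarizing stimulus; Dosing: single dose; Timing: dye 90 min, compound 20 min, room temperature; Measured by: kinetic FluxOR thallium fluorescence, 10-s 1-Hz baseline, 110-s post-stimulus read; Read-out: peak-minus-minimum fluorescence over initial fluorescence, negative-control normalized, B-scored.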
# MrgX1 PAM: human MrgX1 positive allosteric modulation, primary screen | Q96LB2 | MrgX1-HEK293, Fluo-4 calcium flux, FDSS; stronger effect = higher value | B-score at 10 µM | hit rate 0.63% among 310,000 | AID 588675;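 active means plate-corrected calcium response at least 3 library SD above typical, normal starting fluorescence, not activating the receptor alone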;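 further: compound read alongside a low EC10 to EC30 dose of BAM8-22 agonist; peak minus trough fluorescence over baseline measured at the second addition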
# hERG protect: shields human hERG channel from block by proarrhythmic agents. Q12809. CHO-hERG, FluxOR thallium flux, dofetilide IC70 present. activation (rescue from dofetilide block), less the hit threshold, % at 10 µM. hit rate 0.51% among 310,000;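 active means activation above the mean of controls blocked by dofetilide plus 5 SD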;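 further: thallium influx through hERG after potassium depolarization seen as dye fluorescence rise; in these data hits start at about 4.7%; inactives centre near -7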
# KCNK9 block: blocks the human KCNK9 two-pore domain potassium channel. Q9NPC2. HEK293 KCNK9, FluxOR thallium flux fluorescence; stronger effect = lower value. B-score at 10 µM. hit rate 1.2% among 310,000;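 active means ratio B-score over 3 SD below the library mean, with starting fluorescence within 5 SD of its mean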;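 further: negative B-score means less thallium flux so channel inhibition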
# Target sequence (Q9NPC2 whole entry, looked up, the tested form may be a part): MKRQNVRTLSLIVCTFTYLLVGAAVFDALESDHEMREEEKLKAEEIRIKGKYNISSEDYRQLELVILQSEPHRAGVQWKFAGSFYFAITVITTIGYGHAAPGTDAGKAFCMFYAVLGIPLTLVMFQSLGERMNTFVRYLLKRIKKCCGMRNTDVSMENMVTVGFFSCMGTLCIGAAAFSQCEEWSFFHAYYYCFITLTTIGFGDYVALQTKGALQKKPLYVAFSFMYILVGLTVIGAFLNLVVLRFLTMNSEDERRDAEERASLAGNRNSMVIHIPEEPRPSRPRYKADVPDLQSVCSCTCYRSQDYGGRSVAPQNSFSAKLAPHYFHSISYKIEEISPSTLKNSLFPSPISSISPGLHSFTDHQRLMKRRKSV
# TMEM16A inh: mouse TMEM16A channel inhibition, primary screen; AID 588511; normalized B-score (activity score, 25-100; higher = stronger inhibition) at 10 µM; HEK293 TMEM16A/YFP iodide influx fluorescence, ionomycin; hit rate 1.2% among 310,000;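 active means ratio plate-corrected score three or more library SD toward inhibition, starting fluorescence score within five deviations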;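 further: score derived from kinetic fluorescence span divided by baseline fluorescence per well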
# ANO1 activ: mouse TMEM16A channel activation, primary screen; Q8BHY3; HEK293 TMEM16A/YFP-H148Q/I152L, iodide quench fluorescence; stronger effect = lower value; B-score at 10 µM; hit rate 0.3% among 340,000; AID 623877;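 active means fluorescence-ratio B-score plate-corrected deviation score at least 3 library SD below zero, with starting fluorescence score within 5 deviations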;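 further: channel opened by trigger with iodide after compound preincubation; score built on the fluorescence ratio of max minus min over baseline; more negative score means more quench and so TMEM16A activation or potentiation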
# KCNK3 block: human KCNK3 channel inhibition, primary screen. O14649. B-score at 10 µM. AID 602410. hit rate 0.84% among 340,000. CHO-KCNK3 thallium flux, FluxOR fluorescence; stronger effect = lower value;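 active means B-score under library mean minus 4 SD, starting fluorescence ratio at most library mean plus 5 SD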;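 further: more negative B-score means stronger inhibition of thallium flux through KCNK3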
# RGS4 pot: potentiators or activators of RGS4 | HEK293 M3R/inducible RGS4, carbachol calcium flux Fluo4; stronger effect = lower value | B-score at 10 µM | hit rate 0.92% among 310,000;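 active means B-score of the integrated calcium signal more than 4 SD below the library mean, with starting fluorescence not abnormally high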;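 further: negative B-score means reduced calcium response which marks RGS4 activation or potentiation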
#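 Material: Inducible-RGS4 HEK293 cells carrying M3 receptor; also added: carbachol at ECmax as muscarinic agonist stimulus; incubation: compound preincubation 20 min at room temperature before agonist; signal: Fluo4-AM (2 µM) calcium-flux fluorescence, kinetic read; measure: integrated calcium ratio converted to B score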
# MrgX1 agonist: agonists of human MrgX1 receptor; B-score at 10 µM; Q96LB2; AID 588627; MrgX1-HEK293 cells, Fluo-4 calcium fluorescence, agonist mode; stronger effect = higher value; hit rate 0.44% among 310,000;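 active means calcium response B-score plate-corrected fluorescence ratio at least 3 library SD, with starting fluorescence B-score inside 5 SD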
#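 System: HEK293 cells stably expressing human MrgX1 receptor; Dosing: test compound in the initial addition of three; Schedule: overnight plating, then 30 min 37 °C plus 30 min room-temperature dye loading; Detection: kinetic calcium dye fluorescence, Fluo-4 NW; Controls: per-plate positive and negative controls for Z′ factor.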
# KCNQ1 block: blocks the human KCNQ1 potassium channel; P51787; CHO-K1 KCNQ1, FluxOR thallium flux fluorescence; stronger effect = higher value; B-score at 10 µM; hit rate 1.3% among 310,000; AID 2642;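 active means compounds whose thallium flux B-score, printed positive for inhibition, exceeds three library SD while starting fluorescence stays within three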;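 further: channel opened by potassium depolarization with thallium stimulus after 20 min compound exposure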
# RGS4 block: inhibitors of human RGS4; P49798; HEK293 M3R/RGS4 inducible, Fluo-4 calcium flux; stronger effect = higher value; triggered by carbachol at its EC20; B-score at 10 µM; hit rate 0.45% among 310,000; AID 463165;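 active means B-score, a plate-corrected calcium signal, over three deviations above library mean, with baseline fluorescence within five deviations of library mean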;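 further: RGS4 expression induced by doxycycline in cells with stable M3 receptor; B-score is computed from the integrated fluorescence ratio over baseline after carbachol; higher B-score means a larger calcium signal and so more RGS4 inhibition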
# Active calls of the source: *; i = inactive; nt = not tested or not shown. Random draw from the library. Share with any hit: about 6.3%.
SMILES,KCNQ1 act,MrgX1 PAM,hERG protect,KCNK9 block,TMEM16A inh,ANO1 activ,KCNK3 block,RGS4 pot,MrgX1 agonist,KCNQ1 block,RGS4 block
COC(=O)C(C)NC(=O)c1ccc(C(C)(C)C)cc1 (stereo not drawn),i,i,-2,i,i,i,i,i,i,i,i
CC(=O)Nc1ccc(NC(=O)CSc2nnc(-c3cccnc3)o2)cc1,i,i,-9,i,i,i,i,i,i,i,i
COc1cccc(C(=O)N(CN2CCCC2=O)c2cccc(Cl)c2)c1,i,i,-8,i,i,i,i,i,i,i,i
CCCCn1c(=O)[nH]c(=O)c2c1nc(Cn1ncc(Cl)c(Cl)c1=O)n2CCC,11*,i,-17,i,i,i,i,i,i,i,21*
COC(=O)Nc1ccc2ncn(C)c(=O)c2c1,i,i,-2,i,i,i,i,i,i,i,i
COc1cc(S(=O)(=O)NC2CCCC2)ccc1F,i,i,-10,i,i,i,i,i,i,i,i
Cc1ccc(CNC(=O)CCC2CCCN(Cc3cc4ccccc4o3)C2)o1 (stereo not drawn),i,i,-10,i,i,i,i,i,i,i,i
CCOc1ccc(CCNC(=O)Cn2c(=O)c3cccn3c3cccnc32)cc1,i,i,-11,i,i,i,i,i,i,i,i
Cc1ccc(/C([O-])=C(/C(=S)NCc2ccco2)[n+]2ccccc2)cc1,i,i,-7,i,i,nt,nt,i,i,i,4.7*
Cc1ccc(NC(=O)N2CCCC(C(=O)O)C2)cc1 (stereo not drawn),i,i,-12,i,i,i,i,i,i,i,i
COCCN1Cc2cccc(C(=O)Nc3ccc(C)cc3)c2C1=O,i,i,-3,i,i,i,i,i,i,i,i
Cc1ccccc1NC(=O)OCc1ccccc1,i,i,-5,i,i,i,i,i,i,i,i
CC(C)(C)c1ccc(C(=O)NCc2ccc(Cl)cc2)cc1,i,i,-6,i,i,i,i,i,i,i,i
Cc1onc(-c2c(Cl)cccc2Cl)c1C(=O)Nc1c(C)n(C)n(-c2ccccc2)c1=O,i,nt,-7,i,nt,i,i,i,nt,i,i
COc1ccc(CCNC(=O)C23CN(Cc4ccccc4)CC2C(c2cccc([N+](=O)[O-])c2)=NO3)cc1 (stereo not drawn),i,i,-7,i,i,i,i,i,i,i,i
Cn1c(O)c(N=NC(=N)N)c2ccccc21,i,i,-11,i,i,i,i,i,i,i,i
CS(=O)(=O)N(Cc1ccccc1)c1ccc(C(=O)Nc2ccccc2C(=O)O)cc1,i,i,-10,i,i,i,i,i,i,i,i
CCOc1ccccc1CNC(=O)CNC(=O)c1cccs1,i,i,3,i,i,i,i,i,i,i,i
CC1=Nn2c(nnc2-c2ccccc2Cl)SC1,i,i,-5,i,i,i,i,i,i,i,i
Cc1ccc(S(=O)(=O)N2CCN(C(=O)COC(=O)CNC(=O)c3ccc(Cl)cc3Cl)CC2)cc1,i,i,-5,i,i,i,i,i,i,i,i
CCOC(=O)C1(CC2CCCCO2)CCN(Cc2cccnc2)CC1 (stereo not drawn),i,i,-3,i,i,i,i,i,i,i,i
CCOC(=O)c1c(NC(=O)CSc2nc3nc(C)cc(C)n3n2)sc(CC)c1C,i,i,-5,i,i,i,i,i,i,i,i
COc1cc2c(C#N)c(N3CCc4ccccc4C3)nc(N)c2c(N)n1,i,i,-22,i,i,i,i,i,i,i,i
O=C(CNC(=O)c1sc2ccccc2c1Cl)Nc1ccccc1F,i,i,-10,i,i,i,i,i,i,i,i
NS(=O)(=O)c1ccc(NC(=O)NC2CCCCC2)cc1,i,i,-3,i,i,i,i,i,i,i,i
CCOC(=O)C1(Cc2cccc(OC)c2)CCN(C2CCOCC2)CC1,i,i,-5,i,i,i,i,i,i,i,i
COCCn1c(N/N=C(C)/C=C/c2ccccc2)nc2c1c(=O)[nH]c(=O)n2C,i,i,-5,i,i,nt,nt,i,i,i,i
COc1ccc(CNC(=O)CN(C(=O)c2csnn2)c2ccc(F)cc2)cc1,i,i,-3,i,i,i,i,i,i,i,i
Cn1c(SCCOc2cccc(Cl)c2)nnc1-c1ccncc1,i,i,-8,i,i,i,i,i,i,i,i
C#CCNC(=O)C1=C[C@H](c2coc3ccccc3c2=O)C[C@H](OCc2ccc(CO)cc2)O1,i,i,-13,i,i,i,i,i,i,i,i
COc1cc(C(=O)N2CCCc3ccccc32)cc(OC)c1OC,i,i,-4,i,i,i,i,i,i,i,i
COc1ccc(C(=O)NC2CCN(CC(=O)Nc3cccc(C)c3)CC2)cc1OC,i,i,-8,i,i,i,i,i,i,i,i
COc1ccc(-c2cc(-c3n[nH]c(=S)n3-c3ccccc3OC)[nH]n2)cc1,i,i,-9,i,i,i,i,i,i,i,i
O=C(c1ccccc1)c1c[nH]c(C(=O)NNc2ccccc2)c1,i,i,-6,i,i,i,i,i,i,i,i
O=C(O)C(CCCCN1C(=O)C2C3C=CC(C3)C2C1=O)N1C(=O)C2C3C=CC(C3)C2C1=O (stereo not drawn),i,i,-4,i,i,i,i,i,i,i,i
Cc1ccc(CN(Cc2cccnc2)C(=S)Nc2cc(Cl)ccc2C)cc1,i,i,-8,-7.5*,i,i,i,i,i,i,i
O=C(CCc1ccc(S(=O)(=O)NC2CCCCC2)cc1)NCc1cccnc1,i,i,-3,i,i,i,i,i,i,i,i
O=C(C1Cc2ccccc2CN1S(=O)(=O)c1cccs1)N1CCCCC1 (stereo not drawn),i,i,-11,i,i,i,i,i,i,i,i
Oc1ccc(C2C[C@H]3CC[C@@H]2C3)cc1O (stereo partly drawn),i,i,-11,i,i,i,i,i,i,i,i
COc1ccc(/C=N\NC(=O)C2CCCC2)cc1Br,i,i,-7,i,i,i,i,i,i,i,i
CCOc1ccc(C2C(C(=O)c3cccs3)=C(O)C(=O)N2CCN2CCOCC2)cc1 (stereo not drawn),i,i,-3,i,i,i,i,i,i,i,i
COc1ccc(/C=C2\SC(=O)N(CC(=O)NNC(=O)c3ccccc3O)C2=O)cc1OC,i,i,-7,i,i,i,i,i,i,i,i
COC(=O)c1cc2c(C)c(C)c3ccccn3c-2c1C(=O)OC,i,i,-7,i,i,i,i,i,i,i,i
COc1ccc(CNC(=O)C2=CC(c3ccc(OC)cc3)=NS(=O)(=O)N2C)cc1,i,i,-9,i,i,i,i,i,i,i,i
O=C1COc2ccc(C(=O)CSc3nnc(-c4cccs4)n3Cc3ccccc3)cc2N1,i,i,-7,i,i,i,i,i,i,i,i
C(=C\c1nc(-c2ccccc2)no1)/c1ccccc1,i,i,-5,i,i,i,i,i,i,i,i
COCCCNc1ncnc2c1sc1nc(-c3ccco3)c3c(c12)CC(C)(C)OC3,i,i,-11,i,i,i,i,i,i,i,i
CCOC(=O)c1ccc(NC(=O)CN2C(=O)CSC(C)C2=O)cc1 (stereo not drawn),i,i,-8,i,i,i,i,i,i,i,i
COCCN(C(=O)Cn1nnc2ccccc21)C(C(=O)NC1CCCC1)c1ccc(OC)cc1OC (stereo not drawn),i,i,-4,i,i,i,i,i,i,i,i
O=C(C[n+]1cc(-c2ccccc2)n2c1CCC2)N1c2ccccc2Sc2ccccc21,i,i,-11,i,i,i,i,i,i,i,i
C/C(Cl)=C/CSc1nc2c(c(=O)[nH]c(=O)n2C)n1C(C)C,i,i,-7,i,i,i,i,i,i,i,i
Cc1ccc(CNc2ccc3c(c2)ncn3C(C)C)cc1,i,i,-15,i,i,-13*,i,i,33*,i,i
O=C(Nc1ccccc1)NN(C(=O)CCl)c1ccccc1,i,i,-11,i,i,i,i,i,i,i,i
O=C(Nc1ccc(N2CCOCC2)c(Cl)c1)c1cc(F)c(F)cc1Cl,i,i,-9,i,i,i,i,i,i,i,i
Cc1cccc[n+]1CC(=O)c1ccccc1,i,i,-6,i,i,i,i,i,i,i,i
CCCNC(=O)c1c(N)n(-c2ccc3c(c2)OCO3)c2nc3ccccc3nc12,i,i,-13,i,i,i,i,i,i,i,i
Nc1nc2c([N+](=O)[O-])cccc2s1,i,i,-3,i,i,i,i,i,i,i,i
CCc1ccc(S(=O)(=O)NC(CC(=O)O)c2ccccc2)cc1 (stereo not drawn),i,i,-12,i,i,i,i,i,i,i,i
NS(=O)(=O)c1ccc(NC(=S)NC(=O)c2cccs2)cc1,i,i,-8,i,i,i,i,i,i,i,i
Cc1ccc(C(C)NC(=S)NCc2ccc(F)cc2)c(C)c1 (stereo not drawn),i,i,-9,i,i,i,i,i,i,i,i

# Ordered by formula weight (lowest first): some entries from above.
SMILES,KCNQ1 act,MrgX1 PAM,hERG protect,KCNK9 block,TMEM16A inh,ANO1 activ,KCNK3 block,RGS4 pot,MrgX1 agonist,KCNQ1 block,RGS4 block
Cc1cccc[n+]1CC(=O)c1ccccc1,i,i,-6,i,i,i,i,i,i,i,i
O=C(Nc1ccc(N2CCOCC2)c(Cl)c1)c1cc(F)c(F)cc1Cl,i,i,-9,i,i,i,i,i,i,i,i
O=C(C[n+]1cc(-c2ccccc2)n2c1CCC2)N1c2ccccc2Sc2ccccc21,i,i,-11,i,i,i,i,i,i,i,i

# The listing continues.
SMILES,KCNQ1 act,MrgX1 PAM,hERG protect,KCNK9 block,TMEM16A inh,ANO1 activ,KCNK3 block,RGS4 pot,MrgX1 agonist,KCNQ1 block,RGS4 block
NNc1nc2cccnc2n(CCNc2ncc(C(F)(F)F)cc2Cl)c1=O,i,i,-8,i,i,i,i,i,i,i,i
CCOC(=O)C1CCN(CCC(=O)Nc2ccccc2)CC1,i,i,-8,i,i,i,i,i,i,i,i
CCOC(=O)C1CCN(C(=O)CN(c2cccc(OC)c2)S(=O)(=O)c2ccccc2)CC1,i,i,-6,i,i,i,i,i,i,i,i
COc1cccc(C(=O)N/N=C2\SCC(=O)N2Cc2ccc3c(c2)OCO3)c1,i,i,-12,i,i,i,i,i,i,i,i
Cc1nc(CN2CCOCC2)cc(=O)[nH]1,i,i,-19,i,i,i,i,i,i,i,i
O=C(COC(=O)/C=C/c1ccccc1)NCc1ccccc1Cl,i,i,-6,i,i,i,i,i,i,i,i
O=C(Cc1cccs1)N/N=C/C=C\c1ccccc1[N+](=O)[O-],i,i,-9,i,i,i,i,i,i,i,i
